Assay outcomes (PubChem BioAssay)
M1 ag = agonists of human M1 muscarinic receptor; CHO-K1 hM1, Fluo-8 calcium fluorescence, agonist mode; 0% DMSO, 100% acetylcholine EC100; activation, % at 3 µM; hit rate 0.33% among 360,000; AID 588814;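 active = activation above the run's mean compound activation plus 3 SD, cut at about 16% in these data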;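 note: peak over basal fluorescence ratio within a 140 s kinetic read after compound addition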
M4 ag = CHRM4 agonism in calcium assay | hit rate 0.14% among 360,000 | P08173 | AID 624127 | activation, % at 3 µM | CHO-K1 hM4/Gqi5, Fluo-8 calcium fluorescence; vehicle 0%, full acetylcholine response 100%;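 active = activation above the run mean over all test wells plus 3 SD, cut at about 32% in these data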;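 note: peak over basal fluorescence ratio per well then scaled between controls; 0% = DMSO wells and 100% = acetylcholine at EC100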
Target sequence (P08173 whole entry, looked up): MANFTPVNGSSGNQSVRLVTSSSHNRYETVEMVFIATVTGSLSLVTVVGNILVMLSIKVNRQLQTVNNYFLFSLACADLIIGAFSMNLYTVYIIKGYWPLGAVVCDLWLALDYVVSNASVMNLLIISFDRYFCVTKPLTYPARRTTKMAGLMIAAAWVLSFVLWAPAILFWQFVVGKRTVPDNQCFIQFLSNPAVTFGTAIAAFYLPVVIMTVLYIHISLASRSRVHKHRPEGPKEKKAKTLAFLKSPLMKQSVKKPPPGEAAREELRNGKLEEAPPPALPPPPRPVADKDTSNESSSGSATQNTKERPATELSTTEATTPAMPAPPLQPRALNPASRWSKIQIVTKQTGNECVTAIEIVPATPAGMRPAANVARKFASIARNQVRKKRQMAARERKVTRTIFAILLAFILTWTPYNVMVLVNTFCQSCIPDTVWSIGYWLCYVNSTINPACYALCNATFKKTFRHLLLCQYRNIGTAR
CHRM1 antagonist = blocks human M1 muscarinic receptor. P11229. hit rate 1.3% among 360,000. inhibition, % at 3 µM. CHO-K1 hM1, Fluo-8 calcium fluorescence, ACh EC80 antagonist. AID 588852;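 active = percent inhibition above its own plate's cutoff, namely the mean of that plate's compound wells plus 3 SD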;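 note: peak over basal fluorescence ratio during 140 s after agonist addition; 0% = ACh EC80 plus DMSO and 100% = DMSO alone without agonist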
CHRM5 PAM = CHRM5 positive allosteric modulation. P08912. CHO-K1 hM5, Fluo-8 calcium, ACh EC20 PAM; 0% = ACh EC20, 100% = ACh EC100. activation, % at 3 µM. hit rate 0.3% among 360,000. AID 624038;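 active = activation above the run cutoff, the mean activation of all test compounds plus 3 SD, cut at about 18% in these data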
Target sequence (P08912 whole entry, looked up): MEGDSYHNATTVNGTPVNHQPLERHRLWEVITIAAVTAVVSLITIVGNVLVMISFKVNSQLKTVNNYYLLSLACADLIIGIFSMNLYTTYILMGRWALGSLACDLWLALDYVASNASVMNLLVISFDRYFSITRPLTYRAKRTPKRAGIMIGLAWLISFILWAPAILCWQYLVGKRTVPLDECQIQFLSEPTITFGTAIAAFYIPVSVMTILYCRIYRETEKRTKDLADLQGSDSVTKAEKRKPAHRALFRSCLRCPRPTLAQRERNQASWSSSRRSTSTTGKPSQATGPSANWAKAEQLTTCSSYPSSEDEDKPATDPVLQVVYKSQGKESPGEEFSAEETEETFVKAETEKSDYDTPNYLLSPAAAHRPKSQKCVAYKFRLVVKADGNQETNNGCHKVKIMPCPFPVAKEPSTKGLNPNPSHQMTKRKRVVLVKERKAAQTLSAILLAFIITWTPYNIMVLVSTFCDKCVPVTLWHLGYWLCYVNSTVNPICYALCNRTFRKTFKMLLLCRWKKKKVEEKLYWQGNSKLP
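system = human M5 receptor in CHO-K1 cells | reagent = EC20 acetylcholine as agonist stimulus | compound dosing = single-point, 3 µM nominal | incubation = Fluo-8 loading 80 min at 37 °C plus 30 min room temperature | detection = Fluo-8 calcium dye fluorescence, kinetic read | benchmarks = low control EC20 acetylcholine (0%), high control EC100 acetylcholine (100%)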
CHRM1 PAM = human CHRM1 positive allosteric modulation. hit rate 0.088% among 360,000. CHO-K1 hM1, Fluo-8 calcium fluorescence, ACh EC20; 0% = ACh EC20, 100% = maximal ACh. AID 588819. P11229. activation, % at 3 µM; in the data active = activation above about 19%, passing the limit was not always enough
M5 antag = blocks acetylcholine activation of human M5 receptor. hit rate 0.59% among 360,000. P08912. CHO-hM5 cells, Fluo-8 calcium fluorescence, ACh EC80. AID 624040. inhibition, % at 3 µM;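 active = inhibition above a per-plate cutoff, the mean of that plate's test compounds plus 3 SD, cut at about 27% in these data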;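 note: 0% = acetylcholine EC80 with DMSO and 100% = DMSO without agonist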
TAAR1 ag = human TAAR1 agonism. Q96RJ0. CHO RD-HGA16 TAAR1, Fluo-8 calcium fluorescence; vehicle wells 0%, saturating PEA agonist 100%. activation, % at 3 µM. hit rate 0.99% among 360,000. AID 624467;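 active = activation above the mean activation of all test compounds in the run plus 3 SD, cut at about 38% in these data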
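System: CHO-derived RD-HGA16 cells with stable Gα16 and human TAAR1 / Times: 17-24 h plating, Fluo-8 75 min 37 °C, 30 min RT / Technique: calcium-sensitive Fluo-8 signal, excitation 470-495, emission 515-575 nm / Measure: % activation relative to PEA EC100 response / Benchmarks: DMSO and PEA EC100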
CHRM5 agonist = agonists of human muscarinic M5 receptor (CHRM5); CHO-K1 hM5 cells, Fluo-8 calcium fluorescence; 0% DMSO wells, 100% maximal acetylcholine response; activation, % at 3 µM; hit rate 0.19% among 360,000;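 active = activation above the run's mean over test compounds plus 3 SD, cut at about 23% in these data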;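 note: signal is peak over basal fluorescence ratio across the kinetic read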
M4 antag = blocks acetylcholine activation of human M4 receptor; P08173; CHO-hM4 cells, ACh EC80, Fluo-8 calcium fluorescence; hit rate 0.73% among 360,000; inhibition, % at 3 µM;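 active = inhibition above its plate's cutoff, the mean inhibition of sample wells plus 3 SD, cut at about 27% in these data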;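 note: 0% = acetylcholine EC80 with DMSO and 100% = DMSO without agonist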
The depositor's hits bear a star; x = not tested or not shown. This is a subset. The share of hits here may be higher or lower than overall.

SMILES	M1 ag	M4 ag	CHRM1 antagonist	CHRM5 PAM	CHRM1 PAM	M5 antag	TAAR1 ag	CHRM5 agonist	M4 antag
CCn1c(SCC(=O)Nc2cccc(F)c2)nc2c(c1=O)SC(C)C2 (stereo unspecified)	-1	-1	-6	-5	2	-1	0	0	-12
COCCN1C(=O)C(=O)/C(=C(/O)c2cccc(S(=O)(=O)N(C)C)c2)C12C(=O)N(C)c1ccccc12 (stereo unspecified)	-2	1	4	1	2	0	17	0	9
CCOc1ccc(CCNC(=O)C2CCCN(c3nnc(-n4cccc4)s3)C2)cc1OCC (stereo unspecified)	-3	0	-9	6	6	-7	10	-3	5
Cc1ccc(OC(=O)c2cccc(S(=O)(=O)N3CCCC3)c2)c(-n2nc3ccccc3n2)c1	-5	-1	3	-5	-11	8	2	0	-6
O=C(Nc1ccc([N+](=O)[O-])cc1)c1cc(Cl)sc1Cl	1	11	28	-10	-14	13	-1	5	15
O=C(Oc1ccc(OC(=O)c2ccncc2)cc1)c1ccncc1	-2	0	-4	-1	0	1	2	2	-4
COc1ccc(OCC(=O)OCC(=O)NC2CCCC2)cc1	-2	0	2	-5	-3	3	1	1	-6
COc1ccc(CNC(=O)C2CCN(C(=O)c3ccco3)CC2)cc1	-5	2	-5	7	10	-1	-1	-2	-9
COc1cccc(CNC(=O)COC(=O)c2ccc(N3CCCC3=O)cc2)c1	-4	2	-22	1	15	-5	9	1	8
NNC(=O)c1sc(-c2ccc(Cl)cc2)cc1N	2	0	-1	1	7	2	-1	7	0
CCN(CC)CCNC(=O)C1CCC(=O)N(c2ccc(OC)cc2)C1c1ccc(F)cc1 (stereo unspecified)	-5	0	-7	-2	6	3	4	-1	9
O=C(C1Cc2ccccc2CN1C(=O)c1ccccc1)N1CCN(c2ccccc2)CC1 (stereo unspecified)	-4	1	-32	2	4	3	-2	-2	6
COc1cnc(-c2ccccn2)nc1Sc1cccc(Cl)c1	-4	0	-5	7	7	-7	14	1	-3
CC(=O)Nc1ccc(S(=O)(=O)NCC(=O)OCC(=O)N2CCc3ccccc32)cc1	-5	0	-18	-2	3	-4	5	-7	-12
O=C(Nc1ccc(Br)cc1)NC1CCCCCCC1	3	13	30*	-14	-14	24	0	4	14
COc1ccc(/C=c2\sc3nc(-c4ccccc4OC)nn3c2=O)c(OC)c1	-5	1	-6	10	12	0	13	3	18
CN(C)c1ccc(/C=N/N=C2/NC(=O)/C(=C/c3ccc([N+](=O)[O-])cc3)S2)cc1	-3	1	-19	-1	9	4	0	-3	7
COc1ccc(CSC(=N)N)cc1[N+](=O)[O-]	-4	2	5	-1	0	-1	0	-5	10
COc1cccc(/C=C/C(=O)NCc2cn3cc(Cl)ccc3n2)c1OC	-6	1	3	-3	-3	4	4	1	3
COCCNc1nnnc2c1sc1nc(N3CCOCC3)c3c(c12)CC(C)(C)OC3	-3	1	-4	4	6	-4	2	0	5
CC12CC3(C)CC(C)(C1)CC(C(=O)NC(=S)NC(C)(C)C)(C2)C3	-4	1	-16	9	14	-7	3	-1	-6
Clc1cccc(/C(Cc2nc3ccccc3[nH]2)=N\Nc2ccccc2)c1	-5	3	9	-4	-3	-2	0	-1	3
CCCCCCn1cc(C(=O)O)c(=O)c2cc(F)c(N3CCN(C)CC3)cc21	1	0	-3	-9	7	18	x	-5	-2
Cc1nc(Nc2ccc(S(N)(=O)=O)cc2)sc1C(=O)Nc1ccccc1	-11	7	1	-3	10	10	0	-5	9
CCC(C)C(=O)N1CCCC(c2nc(-c3cccs3)no2)C1 (stereo unspecified)	-6	1	16	-9	-6	-4	5	-4	1
Cc1cc(C)cc(NC(=O)CN(Cc2ccccc2)S(C)(=O)=O)c1	-3	1	-3	9	-5	-13	14	-5	-10
CNC(=O)CCn1nc(-c2ccccc2)c2ccccc2c1=O	-1	9	8	-30	-4	10	10	-7	0
Cc1c(Cl)cccc1NC(=O)CCC(=O)N/N=C/c1ccc[nH]1	0	0	9	-1	-6	3	-1	-1	4
COC(=O)CSc1nc2c(c(=O)n(C)c(=O)n2C)n1CCCc1ccccc1	-2	1	-10	-4	-1	-1	12	-1	-11
COC(=O)c1ccc(NC(=O)Cn2nc(C)c3ccccc3c2=O)cc1	0	2	-16	-1	6	-7	3	9	-2

Sorted by the number under TAAR1 ag (ascending): some entries from above
SMILES | M1 ag | M4 ag | CHRM1 antagonist | CHRM5 PAM | CHRM1 PAM | M5 antag | TAAR1 ag | CHRM5 agonist | M4 antag
COc1ccc(CSC(=N)N)cc1[N+](=O)[O-] | -4 | 2 | 5 | -1 | 0 | -1 | 0 | -5 | 10
CC12CC3(C)CC(C)(C1)CC(C(=O)NC(=S)NC(C)(C)C)(C2)C3 | -4 | 1 | -16 | 9 | 14 | -7 | 3 | -1 | -6
COC(=O)CSc1nc2c(c(=O)n(C)c(=O)n2C)n1CCCc1ccccc1 | -2 | 1 | -10 | -4 | -1 | -1 | 12 | -1 | -11

Remaining list, next part
SMILES	M1 ag	M4 ag	CHRM1 antagonist	CHRM5 PAM	CHRM1 PAM	M5 antag	TAAR1 ag	CHRM5 agonist	M4 antag
O=C(CC1Oc2ccccc2NC1=O)NCCCN1CCOCC1 (stereo unspecified)	-6	1	-4	3	1	-5	0	0	-9
CC1CC(=O)C=C(O)C1C(=O)OC(C)(C)C (stereo unspecified)	-2	1	-20	0	5	2	14	1	6
COc1cc(NC(=O)C2CCN(S(=O)(=O)c3cccs3)CC2)c(C(=O)O)cc1OC	-2	0	-10	-3	4	4	0	0	0
O=C(CN(c1ccccc1F)S(=O)(=O)c1ccccc1)N1CCCCCC1	-3	0	-9	-11	7	4	1	-9	0
CN1CCN(CCC(=O)N/N=C/c2cc3c(cc2[N+](=O)[O-])OCO3)CC1	-3	0	-1	-14	0	25	-1	-4	-1
Cc1ccc(S(=O)(=O)N2CCOCC2)cc1NC(=O)COC(=O)c1ccc(Br)o1	-7	3	-13	8	7	2	3	-1	-6
O=C1CSC(c2ccc(Cl)cc2)N1c1cccnc1 (stereo unspecified)	0	14	14	-14	-7	12	1	3	12
COc1ccccc1NC(=O)Nc1ccc(CC#N)cc1	-3	2	-7	-5	4	11	4	0	-12
COc1cc2c(C)nc(C)c(C#N)c2cc1OC	-1	1	4	0	1	3	6	-1	5
Cc1cccc(OCC(=O)NC(Cc2ccccc2)C(=O)O)c1 (stereo unspecified)	-2	-1	14	-4	-7	3	-1	-1	18
CCN(CC(=O)NCc1cccs1)C(=O)C1CC(=O)N(c2ccc(OC)cc2OC)C1 (stereo unspecified)	-3	0	9	-7	-7	14	2	1	-2
N[C@@H](Cc1ccc(O)cc1)c1nnc([C@H](CCC(=O)O)NC(=O)C2CCNCC2)o1	-1	4	-9	-2	7	5	7	2	-2
Cc1cccc(C)c1NC(=O)c1sc(Cl)nc1C	-7	-1	3	-4	2	3	0	-3	4
Cc1occc1C(=O)N1CCN(S(=O)(=O)c2ccc(F)cc2)CC1	-4	0	-4	-2	2	11	2	2	4
O=C(O)c1cccc(COc2cccc3ccccc23)c1	-3	10	-5	2	8	9	2	-2	-10

Looked up above:
In M1 ag, CCN(CC)CCNC(=O)C1CCC(=O)N(c2ccc(OC)cc2)C1c1ccc(F)cc1 (stereo unspecified) reads -5
In CHRM5 agonist, COc1cc2c(C)nc(C)c(C#N)c2cc1OC reads -1

The listing continues:
SMILES	M1 ag	M4 ag	CHRM1 antagonist	CHRM5 PAM	CHRM1 PAM	M5 antag	TAAR1 ag	CHRM5 agonist	M4 antag
COC(=O)[C@]1(CC(C)C)N[C@H](c2ccc(-c3ccc(F)cc3)c(OC)c2)[C@@H]2C(=O)N(C)C(=O)[C@@H]21	-1	4	-15	6	13	3	0	2	-6
COc1ccc(N(C(=O)c2snc(C(N)=O)c2N)C(C(=O)NC2CCCC2)c2ccc3ncccc3c2)cc1 (stereo unspecified)	-3	12	-6	-1	-1	12	7	4	-21
O=C(O)/C(=C\c1c(C(=O)O)[nH]c2cc(Cl)cc(Cl)c12)c1ccccc1	-2	0	-11	-6	-5	7	0	-1	-8
O=c1c(-c2ccco2)[n+]([O-])c2ccccc2n1OCc1ccccc1	-3	3	-29	-4	5	-2	5	-4	-11
Cc1oc(-c2ccccc2F)nc1CS(=O)CC(=O)NCCN1CCCCC1C (stereo unspecified)	-6	0	6	1	-1	13	5	-6	5
O=C(CCC(=O)c1ccc(F)cc1)Nc1cccc(Br)c1	-2	5	-4	-3	13	6	1	-4	0
O=C(COc1ncnc2ccc(Br)cc12)NCc1ccc2c(c1)OCO2	-2	10	10	-9	-1	8	21	4	11
O=C(CCC(=O)Nc1ccccc1Cl)NNC(=O)c1ccco1	-2	1	-6	-3	-2	7	0	-1	-1
COc1ccc(C(=O)Cn2cnc3ccccc3c2=O)c(OC)c1	-1	1	3	-8	-1	8	1	-4	-1
CC(C)[C@H](NC(=O)N1c2ccccc2NC(=O)[C@@H]1C(C)C)C(=O)N[C@@H](C(=O)O)c1ccccc1	-2	2	-20	3	7	-5	0	0	-10
COc1ccc2c(C)cc(SCC(=O)Nc3cccnc3Cl)nc2c1	-7	0	-11	-2	7	9	5	-1	7
O=C(c1ccc2c(=O)n(Cc3ccco3)c(=S)[nH]c2c1)N1CCN(Cc2ccccc2)CC1	-3	1	3	0	3	-3	2	-1	-4
COc1cccc(CN2CCC(C(=O)Nc3ccc(-c4cccc(C)c4)cc3)CC2)c1O	0	10	-7	0	6	5	38*	4	8
CCOC(=O)[C@H]1[C@H]2COc3ccccc3[C@@H]2N2C(=O)c3ccccc3NC(=O)[C@@]12C	-10	2	-1	-16	-10	17	10	-11	2
O=C(/C=C/c1ccco1)NCc1ccc2c(c1)OCO2	4	0	-5	6	6	0	1	-1	4
Cc1cc(C)c(C)c(S(=O)(=O)N2CCN(C(=O)c3ccco3)CC2)c1C	2	5	-11	0	10	4	1	2	-15
O=C(NNC(=S)NC1CCCCC1)c1ccccc1Br	-1	4	-5	1	7	0	0	-2	3
Cc1cc(OCC(=O)NCc2nc(-c3ccccc3)no2)c(C)cc1Br	-3	1	-6	3	5	-6	-2	2	0
N#Cc1ccc(NC(=O)COC(=O)CCc2nc3ccccc3c(=O)[nH]2)cc1	-2	2	-12	-1	7	1	0	-6	-10
CCCn1cc(SCC(=O)NCc2ccc3c(c2)OCO3)c2ccccc21	-3	2	-13	2	3	-8	-3	-4	-4
COc1ccc(-c2nnn(CC(=O)N(Cc3ccccc3Cl)C(C(=O)NCC3CCCO3)c3ccco3)n2)cc1OC (stereo unspecified)	0	10	15	-11	2	4	29	13	7
Cc1ccc(/C=N/NC(=O)Cc2c(F)cccc2Cl)s1	-1	1	-16	3	14	6	-1	-6	8
CCC(=O)n1nc(-c2ccccc2)nc1SCC(=O)Nc1ccc(C)cc1	-6	0	-7	-1	5	-1	3	-3	-8
C/C(=N\NC(=O)c1ccccc1F)c1cccc(NC(=O)c2ccccc2)c1	-4	5	23	-4	-8	1	1	-3	3
CCOC(=O)C1=C(CCc2ccccc2)NC(=O)NC1c1ccc(Br)cc1 (stereo unspecified)	-7	0	23	-7	-11	5	3	-2	9
O=C1OCCN1C(=O)[C@H]1[C@H](c2ccc([N+](=O)[O-])cc2)C(c2ccccc2)=NN1c1ccccc1	-3	3	-7	1	5	2	0	1	-14
